High-throughput results from PubChem BioAssay.
NCI-60 one-dose screen, 48 h, at 10 µM unless noted. Numbers give growth in % (100 = growth as untreated, 0 = no growth, -100 = all killed).
UACC-257 – UACC-257 melanoma | actives 4.4% (n = 78,000) | AID 1794764
SK-MEL-5 – SK-MEL-5 melanoma | actives 6.4% (n = 80,000) | AID 1794755
LOX IMVI – LOX IMVI melanoma; actives 7.4% (n = 79,000)
HS 578T – HS 578T breast cancer | actives 4.1% (n = 78,000) | AID 1794788
SK-MEL-28 – SK-MEL-28 melanoma. actives 4.1% (n = 81,000)
MALME-3M – MALME-3M melanoma | actives 5.8% (n = 78,000) | AID 1794766
UACC-62 – UACC-62 melanoma | actives 5.4% (n = 81,000)
SK-MEL-2 – SK-MEL-2 melanoma; actives 4.7% (n = 77,000); AID 1794763
Numbers without * were called inactive; nt = not tested or not shown; & = joins results of further samples. The calls were made as follows: active = growth percent below 10; inactive = the rest. Rows were taken by chance, and some 11% of all compounds hit somewhere here.

Each structure is followed by: UACC-257	SK-MEL-5	LOX IMVI	HS 578T	SK-MEL-28	MALME-3M	UACC-62	SK-MEL-2
> Cc1ccc(S(=O)(=O)Nc2ccc(Br)cc2C(=O)O)cc1
  117.7	nt	103.0	97.5	nt	nt	102.3	115.9
> COc1ccc(C(=O)CSc2nccc(Nc3ccc(S(=O)(=O)Nc4ccccn4)cc3)n2)cc1
  98.3	96.1	95.9	101.9	122.4	117.2	94.4	100.6
> COc1ccc(/C=C2/SC(=O)N(CCCC(=O)N3CCN(c4cc5c(cc4F)c(=O)c(C(=O)O)cn5C4CC4)CC3)C2=O)cc1OC
  87.7	98.1	97.6	98.1	105.4	94.1	98.6	97.1
> CCCCC1COc2cccc3c2N1C=C/C3=C\C(=O)N(C)Cc1ccccc1 (configuration not stated)
  110.0	101.2	97.5	107.4	114.6	98.7	84.4	113.6
> CCCCOc1nc2ccc(C)cc2cc1/C=C/C(=O)/C=C(/C=C/c1cc2cc(C)ccc2nc1OCCCC)OB(F)F
  86.8	107.7	94.8	97.3	110.9	113.2	95.9	99.5
> CCOc1ccc(NC(Cc2ccccc2)c2ccc(OC)cc2)cc1 (configuration not stated)
  95.6	98.8	99.6	97.2	100.5	100.2	66.7	92.1
> N#Cc1c(N)sc(=S)c2c1CCCC2
  110.5	113.8	99.4	103.7	112.3	119.0	113.5	nt
> N#Cc1c(-c2ccc(F)cc2)nc(NN2C(=O)CCC2=O)nc1N1CCOCC1
  91.9	96.9	97.3	95.0	108.0	107.7	91.1	106.9
> O=S(=O)(NCCCNc1nccc(-c2c(-c3cccc(F)c3)nc3occn23)n1)c1ccc(Cl)cc1
  76.4	39.7	70.2	81.8	84.9	61.4	44.9	84.7
> OCCCCC(c1ccc(O)cc1)c1ccc(O)cc1
  97.3	100.2	93.9	104.8	111.7	100.2	96.3	107.9
> Cc1c(C)c(C)c(CN2CCCC2)c(C)c1C
  nt	97.4	95.9	nt	105.6	82.1	108.2	115.8
> COc1ccc2c(c1)C1(C(=O)N2)C(C#N)=C(c2ccccc2)Nc2c1c(-c1ccccc1)nn2-c1ccccc1 (configuration not stated)
  87.9	58.6	52.7	40.0	42.9	63.8	85.1	84.9
> CC(C)c1ccc(C(=O)OC2CCCC2)cc1
  125.0	98.7	95.0	100.8	107.9	101.0	97.7	105.2
> Nc1nc(N)c2c(n1)NC(c1ccc(Cl)cc1)CC(c1cccc(Nc3ccncc3)c1)=N2 (configuration not stated)
  52.3	52.1	25.4	77.9	72.2	57.0	69.2	76.3
> Cc1nnc(Cc2ccccc2)c2n[nH]c(C)c12
  101.7	99.1	95.3	99.1	112.4	99.2	98.8	103.7
> CNC(=O)c1cc(-n2ccc3cc(NC(=O)c4ccc(F)c(C(F)(F)F)c4)ccc32)ccn1
  97.1	95.7	101.8	107.8	102.0	90.9	97.4	110.3
> CNC(=O)Cn1nnc(C(=O)OC)c1COc1ccccc1
  89.3	99.3	97.0	89.2	107.3	102.1	100.2	94.3
> O=c1c2ccccc2nc(N/N=C/c2ccc(N3CCOCC3)cc2)n1-c1ccccc1
  116.6	99.9	101.7	104.2	104.0	115.5	98.8	108.7
> COc1ccc(NC(=S)Nc2ccc(NCc3nc4sc5c(c4c(=O)[nH]3)CCCC5)cc2)cc1
  103.5	101.4	98.1	105.9	111.2	102.2	96.9	96.1
> COc1ccc2c(c1)c(-c1cc3nc(-c4cn(C)c5ncc(Br)cc45)cc(N)n3n1)cn2C
  -74.3*	-88.1*	-100.0*	-18.6*	-92.8*	-88.4*	-82.2*	-68.6*
> O=C(Nc1ccc(C(=O)O)c(O)c1)Oc1ccccc1
  84.8	102.7	93.8	111.6	113.9	91.8	96.2	90.0
> O=C(NCCCCCCNC(=O)OCc1ccc2c(Cl)cc(Cl)c(O)c2n1)OCc1ccc2c(Cl)cc(Cl)c(O)c2n1
  -29.3*	-95.5*	-88.7*	-15.1*	-89.8*	-84.5*	-94.3*	-62.0*
> CC1=C(C)C(=O)C(N2CCSCC2)=CC1=O
  93.2	96.7	83.8	103.5	106.5	91.3	93.3	94.6
> CC(C#N)C(O)(c1ccccc1)c1ccccc1 (configuration not stated)
  92.4	97.6	95.6	97.7	110.9	102.1	102.0	107.7
> O=C(O)COc1ccc(-c2cssc2=S)cc1
  94.5	100.0	96.6	104.8	107.5	97.0	107.4	90.8
> CC(=O)NS(=O)(=O)c1c([N+](=O)[O-])ncn1C
  91.7	98.2	102.1	108.6	113.8	90.0	96.5	90.3
> CCOc1cc(Cl)c(C(C)NC(=O)c2cccc(OC)c2)cc1OCC (configuration not stated)
  -70.3*	-96.8*	-68.9*	18.0	-44.6*	-70.4*	-76.0*	34.9
> O=C(O)c1cn(C2CC2)c2cc(N3CCN(Cc4ccc(O)cc4O)CC3)c(F)cc2c1=O
  98.1	100.8	99.6	95.6	104.4	96.3	91.9	103.6
> Nc1nc(N)nc(-c2ccccn2)n1
  97.9	109.8	103.2	101.9	94.9	115.3	96.6	118.3
> Cc1cc(C)c2c(N)c(C(=O)Nc3ccc(C(F)(F)F)cc3)sc2n1
  102.4	82.0	nt	nt	97.7	71.0	74.1	96.2

As entered above.
For SK-MEL-28, O=S(=O)(NCCCNc1nccc(-c2c(-c3cccc(F)c3)nc3occn23)n1)c1ccc(Cl)cc1 has the entry 84.9
For SK-MEL-5, CC(=O)NS(=O)(=O)c1c([N+](=O)[O-])ncn1C has the entry 98.2
For MALME-3M, OCCCCC(c1ccc(O)cc1)c1ccc(O)cc1 has the entry 100.2
For MALME-3M, CCOc1ccc(NC(Cc2ccccc2)c2ccc(OC)cc2)cc1 (configuration not stated) has the entry 100.2
For UACC-257, CCCCC1COc2cccc3c2N1C=C/C3=C\C(=O)N(C)Cc1ccccc1 (configuration not stated) has the entry 110.0

(cont.)
Each structure is followed by: UACC-257	SK-MEL-5	LOX IMVI	HS 578T	SK-MEL-28	MALME-3M	UACC-62	SK-MEL-2
> O=c1[nH]c2ccccc2cc1CN1CCN(c2nccc(-c3ccc4ccccc4c3)n2)CC1
  104.6	97.0	101.5	86.0	110.8	90.1	97.4	95.2
> Nc1nc(Cl)nc2c1ncn2C1OC(CO)C(O)C1O (configuration not stated)
  85.9&99.1	52.4&67.6	66.6&88.7	107.7	75.2&64.6	76.4&74.7	80.5&90.1	82.9
> Cc1cc(C)nc(NC(N)=NCCc2ccccc2)n1
  30.2	22.0	nt	45.3	33.8	nt	38.0	38.4
> CC12CCC3C4(C)COC(c5cccc(F)c5)OC4CCC3(C)C1CC(C1=CCOC1=O)O2 (configuration not stated)
  83.0	69.0	91.5	90.9	101.0	97.3	72.3	112.0
> COc1ccc(/C(C)=N/N=C2C(=O)Nc3ccc(OC(F)(F)F)cc32)cc1S(N)(=O)=O
  90.3	83.9	81.5	84.1	98.2	107.7	78.9	101.0
> C(=C\CN1CCCCC1)/CN1CCCCC1
  63.3	97.8	99.9	107.4	113.9	101.8	94.0	105.0
> CC(=O)n1nc(C(=O)OCCCc2ccccc2)c2ccccc21
  110.2	101.6	91.3	104.4	112.9	114.8	91.8	121.4
> C=C1CCC2C(C)(CO)C(O)CCC2(C)C1C/C=C1/C(=O)OCC1O/C=C/c1ccccc1 (configuration not stated)
  83.6	82.1	36.8	96.3	93.3	104.9	65.2	72.7
> c1ccc(-c2nc3sccn3c2CCCN2CCOCC2)cc1
  90.0	103.3	98.1	88.2	100.1	103.1	92.9	103.4
> O=C1c2ccccc2C(=O)N1/N=C/c1ccc(Cl)c(Cl)c1
  87.8	100.0	98.0	110.1	108.0	110.3	116.8	108.8
> c1ccc2cc(SCCCN3CCOCC3)ccc2c1
  97.8	96.7	97.9	114.6	121.7	91.0	81.0	101.8
> O=C(O)CSc1ccccc1
  99.6	nt	104.0	121.3	116.4	138.0	103.5	108.0
> Fc1cccc(CCC2CCCC2C2CC2)c1 (configuration not stated)
  115.5	103.3	98.4	108.0	110.7	113.9	102.9	104.8
> O=C(N/N=C/c1cccc2ccccc12)c1ccc2cccc(O)c2n1
  100.2	93.2	90.4	105.3	97.6	89.3	90.9	100.0
> C[C@@H]1O[C@H](Oc2c(-c3ccc(O)c(O)c3)oc3cc(O)cc(O)c3c2=O)[C@H](O)[C@H](O)[C@H]1O
  103.9	102.0	118.9	111.9	98.4	94.9	93.6	107.6
> O=C(O)c1c2ccccc2nc2[nH]c3ccccc3c12
  103.1	99.6	99.2	95.2	105.4	96.1	91.7	105.1
> CCOCCC(=O)O
  113.7	96.1	101.7	98.7	109.5	116.4	102.2	108.6
> Cc1ccc(S(=O)(=O)OCC#CCOS(=O)(=O)c2ccc(C)cc2)cc1
  66.8	59.4	-35.8*	62.4	74.9	-65.9*	42.4	66.4
> Nc1nc(Cl)nc(Cl)n1
  98.1	110.9	103.1	nt	104.4	90.9	103.2	104.6
> Cc1c(-c2csc(N/N=C/c3ccc(F)cc3)n2)nnn1-c1ccc([N+](=O)[O-])cc1
  99.9	115.7	108.0	108.9	103.3	116.3	93.4	114.0
> Cn1c(-c2ccccc2)c(C#N)c2cccc(I)c21
  102.3	98.3	94.4	98.7	119.9	112.8	84.1	97.1
> O=C(O)CN(CCN1CC(=O)OC(=O)C1)CCN1CC(=O)OC(=O)C1
  77.3	65.9	nt	86.7	82.1	81.8	59.4	78.4
> O=C(CCCCCCCCC(=O)Nc1cccc(C2=NCCN2)c1)Nc1cccc(C2=NCCN2)c1
  95.6	98.2	98.7	112.5	92.8	69.8	104.9	99.8
> Nc1nonc1-c1nc2ccccc2n1CCO
  105.3	106.0	102.8	116.1	112.6	99.1	105.1	nt
> CCOC(=O)c1c(NC(=S)Nc2ccccc2)n[nH]c1Nc1ccccc1
  110.5	66.5	nt	95.4	105.8	119.0	71.0	102.5
> CC(C)(C)c1cc(/C=C(\C#N)C(N)=O)cc(C(C)(C)C)c1
  101.7	100.0	99.7	93.3	105.7	101.5	91.1	99.6
> CS(=O)(=O)c1ccc(C(=O)N2N=C(c3ccccc3)CC2c2ccc3c(c2)OCO3)cc1 (configuration not stated)
  79.2	100.6	95.5	95.7	106.1	104.3	96.4	89.8
> COc1ccc(-c2nc3sccn3c2-c2cc(-c3ccccc3)on2)cc1
  94.4	95.6	92.6	109.1	116.1	135.4	71.9	109.9
> COc1ccc2oc(=O)cc(CSc3nc(-c4ccccc4)c(C(=O)NC(C)(C)C)c(=O)[nH]3)c2c1
  104.7	100.3	95.9	96.7	99.3	112.4	96.0	97.6
> O=[N+]([O-])c1ccccc1Sc1ccccc1
  96.8&102.7	101.0&95.1	93.4&101.4	103.1&91.2	117.3&100.3	137.4&84.8	101.9&100.8	109.9&107.1

Single records, from the list above. Screens in order: UACC-257, SK-MEL-5, LOX IMVI, HS 578T, SK-MEL-28, MALME-3M, UACC-62, SK-MEL-2
Entry for CC12CCC3C4(C)COC(c5cccc(F)c5)OC4CCC3(C)C1CC(C1=CCOC1=O)O2 (configuration not stated) : 83.0, 69.0, 91.5, 90.9, 101.0, 97.3, 72.3, 112.0
Entry for O=C1c2ccccc2C(=O)N1/N=C/c1ccc(Cl)c(Cl)c1 : 87.8, 100.0, 98.0, 110.1, 108.0, 110.3, 116.8, 108.8
Entry for CC(C)(C)c1cc(/C=C(\C#N)C(N)=O)cc(C(C)(C)C)c1 : 101.7, 100.0, 99.7, 93.3, 105.7, 101.5, 91.1, 99.6

New compounds follow.
Each structure is followed by: UACC-257	SK-MEL-5	LOX IMVI	HS 578T	SK-MEL-28	MALME-3M	UACC-62	SK-MEL-2
> COc1ccc(/C=C2\N=C3SCCCN3C2=O)cc1
  nt	101.2	100.1	106.9	105.4	102.7	92.8	nt
> O=S(=O)(NCCNc1nccc(-n2cnc3ccccc32)n1)c1ccc(Br)cc1
  109.0	89.1	99.1	85.7	108.2	102.8	82.8	107.8
> COc1ccc(-c2c3c(nc4n[nH]c(-c5ccc(Cl)cc5)c24)-c2ccccc2C(=O)C3=O)cc1
  11.0	5.4*	-50.9*	7.1*	30.4	-32.4*	-33.7*	-49.8*
> Cc1ccc(F)cc1N/C=c1\s/c(=C(\C#N)C(=O)Nc2ccccc2)n(-c2ccccc2)c1=O
  99.0	71.8	nt	37.0	95.7	53.0	98.2	94.7
